High-throughput results deposited in PubChem BioAssay by several laboratories.
ssDAF12 agonist = S. stercoralis DAF-12 activation, primary screen | HEK293 ssDAF-12/GRIP1 lit1-tk-luc reporter, luminescence; % of 3 µM dafachronic acid response | activation, % at 6.8 µM | 370,000 tested, 1% active;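 active means activation above the mean over all tested compounds plus 3 SD, cut at about 0.9% in these data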;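 further: 0% = DMSO-only wells and 100% = 3 µM delta7-dafachronic acid wells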
hcDAF-12 act = H. contortus DAF-12 activation, primary screen; HEK293 hcDAF-12 lit1-tk-luc reporter, luminescence; 0% DMSO, 100% Δ7-dafachronic acid; activation, % at 6.8 µM; 370,000 tested, 1.4% active;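 active means activation above the mean of all tested compounds plus 3 SD, cut at about 5.5% in these data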;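 further: 100% = response to 3 µM Δ7-dafachronic acid high control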
hgDAF-12 ag = activates the H. glycines DAF-12 receptor ligand-binding domain | 370,000 tested, 1.8% active | HEK293 GAL4-hgDAF12 UAS-luciferase reporter, agonist luminescence; normalized to butyrate control | activation, % at 6.8 µM;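 active means activation above a cutoff set at the mean of all screened compounds plus 3 SD, cut at about 10% in these data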;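 further: 0% = DMSO wells and 100% = sodium butyrate wells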
GAA850 FXN act = increases GAA850 frataxin promoter reporter activity. activation, % at 6 µM. HEK293 lucGAA850 FXN promoter luciferase reporter, 24 h; percent of 10 µM SAHA response. 360,000 tested, 0.56% active. AID 540364;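 active means activation above the average of all compounds screened plus 3 SD, cutoff fixed separately per campaign, cut at about 7.5% in these data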;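 further: 0% = DMSO wells and 100% = 10 µM SAHA wells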
NPR1 activator = GC-A (human) enzyme activation; activation, % at 10 µM; HEK293 GC-A cells, cGMP TR-FRET, EC30 ANP; 0% at EC30 ANP, 100% saturating ANP; P16066; 370,000 tested, 0.14% active; AID 1671463; in the data active means activation above about 40%
SMARCA2 activ = increases SMARCA2 function in MMTV reporter cells; 370,000 tested, 1% active; MG213 cells, MMTV-luciferase reporter, dexamethasone, overnight; activation, % at 9.1 µM; AID 652017; in the data active means activation above about 7.8%;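 further: 0% = vehicle wells and 100% = reference activator wells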
PG9 binder = PG9 antibody binding by small molecule. 360,000 tested, 0.43% active. TR-FRET gp120-PG9 antibody binding. inhibition, % at 6.7 µM. AID 624416; in the data active means inhibition above about 8.5%
ADAM17 inh = inhibitors of human ADAM17. P78536. recombinant ADAM17, EDANS/DABCYL FRET peptide cleavage. inhibition, % at 6.95 µM. 370,000 tested, 0.83% active. AID 720648;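 active means inhibition above the mean of compounds lying between control limits plus 3 SD, set per campaign, cut at about 8.5% in these data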;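 further: 0% = DMSO-only wells as the low control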
Target sequence (P78536 215-824 limits assumed): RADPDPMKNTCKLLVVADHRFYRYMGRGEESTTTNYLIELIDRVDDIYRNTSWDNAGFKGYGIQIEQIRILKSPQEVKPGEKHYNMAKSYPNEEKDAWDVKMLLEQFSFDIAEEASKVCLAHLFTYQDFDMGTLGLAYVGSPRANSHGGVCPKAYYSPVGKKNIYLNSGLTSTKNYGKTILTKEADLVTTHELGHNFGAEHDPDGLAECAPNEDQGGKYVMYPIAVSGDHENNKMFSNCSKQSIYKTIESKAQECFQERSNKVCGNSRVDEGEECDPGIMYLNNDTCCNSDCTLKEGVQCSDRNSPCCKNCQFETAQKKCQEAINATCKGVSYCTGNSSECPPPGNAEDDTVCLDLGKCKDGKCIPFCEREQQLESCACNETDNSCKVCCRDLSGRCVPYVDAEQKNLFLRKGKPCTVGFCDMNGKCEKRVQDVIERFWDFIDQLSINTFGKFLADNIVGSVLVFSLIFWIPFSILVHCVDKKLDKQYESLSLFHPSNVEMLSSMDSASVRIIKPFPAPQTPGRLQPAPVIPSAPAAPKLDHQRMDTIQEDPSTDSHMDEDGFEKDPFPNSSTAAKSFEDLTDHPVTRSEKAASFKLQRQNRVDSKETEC
ADAM10 inh = inhibitors of human ADAM10; O14672; inhibition, % at 7 µM; AID 720582; recombinant ADAM10, EDANS/DABCYL FRET peptide cleavage, 3 h; 370,000 tested, 0.62% active;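 active means inhibition above a per-campaign cutoff equal to the mean of compounds falling between control-based bounds plus 3 SD, cut at about 20% in these data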;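 further: 0% = DMSO wells while the 100% control is not disclosed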
DAX1 inh-1 = blocks DAX1 repression of SF-1 activated StAR promoter. HEK293T StAR-luciferase reporter, SF-1/DAX-1 repression relief. inhibition, % at 6.8 µM. 370,000 tested, 1.1% active. AID 652010;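 active means inhibition above the mean over all tested compounds plus 3 SD, cut at about 3.6% in these data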;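 further: 0% = DAX-1 cells with DMSO and 100% = cells lacking DAX-1 with DMSO; higher inhibition means more luminescence from relief of DAX-1 repression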
DAX1 inh-2 = inhibitors of human orphan nuclear receptor DAX1 (NR0B1); 340,000 tested, 0.99% active; P51843; AID 504766; inhibition, % at 6.75 µM; HEK293 Gal4-DAX1 luciferase reporter, luminescence;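 active means inhibition above the mean over all tested compounds plus 3 SD, cut at about 4.2% in these data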;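 further: 0% = DAX1-transfected cells with DMSO and 100% = empty-vector control cells with DMSO; inhibition shows as a rise in luminescence from relieved DAX1 repression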
Target sequence (P51843 207-470 limits assumed): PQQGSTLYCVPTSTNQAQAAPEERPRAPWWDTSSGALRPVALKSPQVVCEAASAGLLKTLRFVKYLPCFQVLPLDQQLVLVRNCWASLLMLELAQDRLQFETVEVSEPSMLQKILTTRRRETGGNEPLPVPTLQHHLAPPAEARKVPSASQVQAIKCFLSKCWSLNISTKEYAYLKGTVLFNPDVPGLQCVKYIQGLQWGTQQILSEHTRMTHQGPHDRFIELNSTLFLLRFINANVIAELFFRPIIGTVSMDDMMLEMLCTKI
Active calls of the source: *; i = inactive; . = no result given.

SMILES	ssDAF12 agonist	hcDAF-12 act	hgDAF-12 ag	GAA850 FXN act	NPR1 activator	SMARCA2 activ	PG9 binder	ADAM17 inh	ADAM10 inh	DAX1 inh-1	DAX1 inh-2
CCOC(=O)CNC(=O)N1CCc2ccc(NC(=O)c3ccccc3Cl)cc2C1	-1.5	-2.5	0.4	-1.1	6.2	-2.6	1.7	-5.4	-6.5	-0.1	1.0
Cc1ccc(Cn2nnc3c(=O)[nH]c(C4CCN(S(=O)(=O)c5ccc(F)cc5)CC4)nc32)cc1	-0.1	-1.6	-1.2	0.6	1.1	-3.2	1.8	6.2	21.2*	-0.6	0.5
CC(C)C[C@H](NC(=O)c1[nH]cnc1C(=O)N[C@@H](Cc1ccccc1)C(=O)OCc1ccccc1)C(=O)OCc1ccccc1	-1.5	1.1	-0.4	1.1	-0.2	0.2	-2.9	3.4	15.4	-0.7	0.0
O=C(CCC(=O)Nc1nnc(C2CCCCC2)s1)Nc1ccccc1	-1.5	0.8	1.3	-1.5	0.4	-2.0	-0.7	-1.8	4.0	-0.2	2.3
CCC(C)NC(=O)c1csc2c1CCCCC2 (stereo not given)	-0.9	-0.4	-1.2	-0.9	-1.4	-4.4	0.3	-0.5	-3.6	0.6	1.6
CC(=O)NC(C)C(c1cccs1)N1CCN(c2ccccc2)CC1 (stereo not given)	-0.7	-1.6	0.1	0.3	1.4	-3.3	-1.6	-0.2	-0.1	-0.3	-0.4
CCOc1ccc(-c2c(C(=O)N/N=C/c3ccc(O)cc3)nnn2-c2nonc2N)cc1	-0.9	-2.2	-0.1	-0.5	0.1	-0.6	-1.2	-0.7	5.3	0.3	-1.0
O=C(c1c(Cl)nc2sccn12)N1CCN(c2cccc(Cl)c2)CC1	-1.1	-2.6	0.4	-3.0	-15.5	-3.9	2.7	9.1*	9.9	-0.8	-4.1
CCOC(=O)c1cc(NC(=O)Nc2nc3ccccc3s2)c(C)nc1C	-1.2	-0.6	1.6	1.4	3.0	-0.7	-0.3	-3.3	-6.4	0.1	1.2
O=C(Nc1ccc(S(=O)(=O)N2CCN(c3ccccc3)CC2)cc1)c1cccs1	-2.0	-1.5	0.8	0.1	-4.8	-6.2	-1.6	-2.8	15.9	-0.8	-0.4
COc1ccccc1NC(=O)COc1ccc(C(=O)OCC(=O)N(C(C)C)C(C)C)cc1OC	-1.4	0.1	-1.4	-2.8	4.8	-5.5	1.0	-5.3	-5.5	-0.6	-0.2
Cc1ccc(N(Cc2ccccc2)C(=O)CSC(C)C(=O)Nc2cc(C)on2)cc1 (stereo not given)	-1.4	-2.6	-7.4	-3.9	-6.9	-1.0	-2.5	-3.8	-11.3	-0.5	-0.8
O=C1c2cccnc2C(O)N1Cc1ccco1 (stereo not given)	-0.6	0.7	-0.2	0.6	3.8	-1.7	-1.0	-5.1	7.6	-0.4	1.1
C=CCN1C(=O)/C(=C2/Sc3ccc(OC)cc3N2C)SC1=Nc1cccc(O)c1	-1.1	-0.6	0.0	0.8	12.2	0.4	10.5*	-2.6	-0.8	0.0	-0.6
O=C(NCc1ccccc1)c1cc(S(=O)(=O)N2CCC3(CC2)OCCO3)ccc1F	-0.8	-1.3	-3.5	0.5	1.0	5.0	-1.6	-1.2	10.2	-0.6	0.1
CSC12CCCN(CCC(C(C)(C)C)C1)C2=O (stereo not given)	-0.3	-1.2	1.5	.	2.1	-4.7	-0.3	-3.2	-10.5	1.5	.
O=C1CC2(CCN(C(=O)c3cccc(F)c3)CC2)Oc2ccccc21	-1.2	-0.7	-2.4	-2.0	4.0	-1.5	0.5	-32.4	-91.4	-1.0	-0.9
CCOC(=O)[C@H]1[C@H]2COc3ccc(Br)cc3[C@H]2N2C(=O)CN(Cc3ccc(Cl)cc3)C(=O)[C@@]12C	-0.8	1.7	-0.9	2.7	-10.4	-1.2	-0.5	5.8	12.2	1.7	-1.1
O=C(N[C@H](Cc1ccccc1)C(=O)N1CCN(C(=O)N2CCCCC2)CC1)[C@H]1O[C@@H](n2ccc(=O)[nH]c2=O)[C@H](O)[C@@H]1O	-1.1	0.0	-3.1	.	0.8	-0.5	0.8	0.4	-14.3	-0.1	.
Cc1ccc(S(=O)(=O)N(C)C)cc1NC(=O)CSc1nc2ccccc2[nH]1	0.2	0.1	1.5	0.4	-1.6	-2.9	-0.1	-8.3	-8.6	-1.2	-0.7
O=C1CC2C(CC(OC(=O)c3ccc(-c4ccccc4)cc3)C2CO)O1 (stereo not given)	-1.0	-1.0	5.4	0.4	28.8	2.4	-1.2	1.0	4.7	0.2	0.0
COc1ccc([N+](=O)[O-])cc1NC(=O)CC1SC(=Nc2cccc(C)c2C)N(/N=C(\C)c2ccc(C)cc2)C1=O (stereo not given)	-1.6	-0.3	1.4	0.3	0.4	-1.9	-1.3	-2.1	1.4	0.3	0.8
O=S(=O)(c1ccccc1)N1CCN(Cc2cc3c(cc2Br)OCCO3)CC1	-1.5	-1.8	1.3	0.2	-5.3	-2.5	0.3	0.3	-3.7	-0.5	0.4
Cc1ccccc1C(=O)NCCSc1ccccc1	0.6	3.4	9.8	3.1	2.4	6.2	-2.2	-0.8	-1.4	3.2	2.1
CCN(CC)CCN1C(=O)C(=O)/C(=C(/O)c2c(C)[nH]c(C(=O)OC)c2C)C1c1ccccc1OC (stereo not given)	-0.9	-1.9	0.2	-0.7	0.3	-2.4	0.5	-2.5	-8.0	0.2	-0.4
O=C(CN1CCN(Cc2ccccc2Cl)CC1)N/N=C/c1ccco1	-1.5	-0.8	-0.9	0.2	3.0	-2.0	-0.6	-6.2	-5.0	-0.2	1.5
CSc1nnc2c3c4c(sc3c(=O)n(-c3ccccc3)n12)CC(C)(C)OC4	-0.6	-1.8	-1.1	1.6	2.5	-6.9	0.5	-3.3	1.1	-0.6	0.1
c1ccc(C2CCCN(Cc3nc(CC4CC4)no3)CC2)cc1 (stereo not given)	-1.4	-1.0	3.7	3.5	4.1	6.3	-0.3	-2.9	3.1	0.2	-0.6
CCN(CC)S(=O)(=O)c1ccc(N2CCOCC2)c(NC(=O)C(C)(C)C)c1	-0.8	-1.6	1.6	2.1	-0.6	2.7	-1.8	-0.9	5.2	-0.6	-1.8
COCCNC(=O)C1(C)CCN(C(=O)c2cc(C)nn2C(C)(C)C)C1 (stereo not given)	-1.1	-1.0	-1.6	-1.3	0.8	-1.4	0.9	-3.6	-8.3	0.2	.
Cc1nn(Cc2ccccc2)c2c1C(c1cccnc1)C(C#N)=C(N)O2 (stereo not given)	-1.3	-0.8	0.0	0.5	-4.7	-1.2	-1.5	1.5	-5.6	-0.3	0.2
CC(c1nc2ccccc2c(=O)[nH]1)N1CCN(S(=O)(=O)c2ccc(F)c(Cl)c2)CC1 (stereo not given)	-1.2	-0.9	-3.5	-0.2	-2.3	1.9	-0.2	-2.2	-3.4	-1.5	2.1
CC(=O)c1ccc(S(=O)(=O)N2CCN(C(=O)CSc3ccc(F)cc3)CC2)cc1	-1.0	-2.6	-0.3	0.0	-3.9	-1.1	-0.3	-2.7	-4.5	0.3	-0.4
CCOC(=O)CSc1nnc(CNC(=O)c2ccc(S(=O)(=O)N3CCCC3)cc2)n1C	-1.2	-0.2	-1.7	0.6	2.6	-0.8	-0.4	2.3	5.0	-0.2	0.0
COc1cc(C(=O)Nc2ccc3c(c2)OCCO3)c(-n2cnnn2)cc1OC	-1.0	-1.8	-0.9	1.0	-0.3	-0.1	-2.4	0.5	0.2	0.5	0.7
COc1cccc(-c2cc(-c3cccnc3)c(C#N)c(N)n2)c1	-1.8	-1.7	1.7	5.8	8.1	-2.8	-1.4	-430.7	i	-0.8	-1.6
COc1cc(/C=N\NC(=O)OC(C)(C)C)ccc1OC(=O)c1ccco1	-1.0	1.2	1.8	2.8	1.9	-0.5	0.4	-1.2	9.8	0.2	.
CC1(C)C2C(Cl)(Cl)C2(C)c2ccccc2N1C=O (stereo not given)	-2.0	-2.1	-0.2	0.6	4.1	-4.3	2.4	-5.1	2.0	0.6	.
COc1cccc(OCC(=O)NNC(=O)c2cccs2)c1	-1.5	-0.7	0.4	0.6	0.8	-1.7	-0.7	-3.8	4.7	0.0	0.1
COc1ccc(-c2nc3cccc(C)n3c2NCc2ccco2)cc1OC	-1.0	-1.2	0.7	0.9	-1.2	2.5	-3.9	-40.3	-132.4	-0.8	-1.0
Cc1cccc(C)c1OCC(=O)NCC1CCCO1 (stereo not given)	-1.0	0.5	-3.2	1.1	-4.0	-3.1	-1.8	1.5	-2.8	-0.5	-1.0
N#CC1=C(N)C(C#N)(C#N)[C@H](c2ccsc2)[C@H]2COCC=C12	0.3	0.8	1.8	1.2	-0.1	-1.2	-1.6	-27.4	-77.0	-0.1	-0.6
COc1ccc(NCc2nc3ccccc3n2CCOc2ccccc2)cc1	-1.6	0.2	4.7	4.8	5.6	-1.3	-0.2	4.2	5.8	2.3	1.0
O=C(O/N=C1/CCCc2occc21)c1ccccc1	-0.3	-1.0	0.0	1.7	0.1	3.0	-0.4	1.1	1.3	0.0	0.2
CN1Cc2sc(NC(=S)NC(=O)c3ccccc3)c(C#N)c2CC1(C)C	-2.2	-5.7	-7.8	.	11.1	-8.5	-1.0	-39.4	-96.7	-1.2	.
CC(C)C[C@@H](CN)NC(=O)c1nc[nH]c1C(=O)N[C@@H](Cc1ccccc1)C(=O)CNC[C@H](C)NC(=O)c1nc[nH]c1C(=O)N[C@@H](C)C(=O)O	-0.9	-1.9	-1.1	0.8	3.5	-2.9	1.6	-4.3	-15.2	-0.3	-0.1
O=C(O)c1ccc(OS(=O)(=O)c2ccc(Cl)s2)cc1	-0.2	-1.5	1.1	-1.3	-0.2	0.9	-1.0	0.7	0.5	-0.3	1.3
Cn1c(CCNC(=O)c2cccs2)nnc1SCC(=O)Nc1nc(-c2ccccc2)cs1	0.0	0.4	0.7	2.1	2.6	-1.2	3.5	-3.8	0.9	0.4	1.4
Cc1noc(C)c1COC(=O)c1ccc(S(=O)(=O)N2CCCCC2)cc1	-1.8	-1.7	-2.7	0.6	0.8	-3.9	-1.7	-3.0	5.1	-0.1	0.0
COc1oc(C(=O)NC2CCCCC2)c(-c2ccc(Cl)cc2)c1S(=O)(=O)c1ccccc1	-0.8	-0.9	-0.9	-2.0	-3.1	-0.8	-1.3	3.4	11.2	-0.2	0.4
CCn1nnnc1SCC(=O)Nc1nnc(C(C)C)s1	-0.5	-0.6	-1.9	1.0	1.4	1.1	-1.5	-1.6	-6.4	0.1	-0.4
Cc1ccc(CNC(=O)Cn2cnc3cc([N+](=O)[O-])ccc3c2=O)cc1	0.1	-1.7	5.7	0.8	-2.5	0.3	-2.3	-0.7	-11.2	0.1	-0.4
C[C@@]12CCC[C@@](C)(C(=O)O)C1CC[C@@]13C[C@@H](NCc4ccccc4)[C@@](C)(CCC12)C3 (stereo not given in full)	-1.4	-0.6	-0.2	0.5	4.3	1.1	0.8	-1.2	10.3	0.1	0.9
CCN(CC(=O)Nc1ccc(NC(C)=O)cc1)C(=O)/C=C/c1cn(-c2ccccc2)nc1-c1cccs1	-0.7	-0.6	-3.4	-0.8	-3.6	-0.4	-1.6	-40.8	-105.5	-4.4	-3.5
